Runt-SMMHC FRET = inhibitors of RUNX1 Runt–CBFb-SMMHC binding, primary screen, biochemical, FRET, Cerulean-Runt, Venus-CBFb-SMMHC, uHTS. 220,000 compounds, 0.74% hits. Cerulean-Runt/Venus-CBFb-SMMHC FRET ratio 530/480, 1 h. AID 1434, 2008. Runt-related transcription factor 1 (Homo sapiens) + Core-binding factor subunit beta …. inhibition, % at 20 µM;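 active = mean inhibition across duplicate retests at 20 µM reaching about 50%, limit read from the data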;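 note: 0% = DMSO wells and 100% = wells with excess untagged CBFb-SMMHC; inhibitors lower the FRET ratio by blocking Runt binding to CBFb-SMMHC; some results filed as inactive read as strong as hits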
Mdm2 ligase inh = MDM2-luciferase reporter signal enhancers, primary screen, MDM2 E3 ligase inhibitor project, cell-based, luminescence, 1536-well; E3 ubiquitin-protein ligase Mdm2 (Homo sapiens), Q00987; AID 1230, 2008; 210,000 compounds, 0.11% hits; signal enhancement, % at 5 µM; cell-based MDM2 ubiquitination luciferase reporter, 2 h; 0 = plate control, 100 = twice control, blank-subtracted;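 active = signal enhancement of 30% or more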;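 note: luminescence tracks abundance of the self-degrading MDM2-luciferase fusion protein; higher signal means inhibition of MDM2 E3 ligase activity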
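Test system: stable mammalian line carrying autodegrading MDM2–luciferase fusion reporter; quantity: 2000 cells in each well; times: 4 h cell settling then 2 h compound exposure, 37 °C; detection: luminescence with SteadyLite reagent, 15 min at room temperature; evaluation: percent signal gain over controls, blank-subtracted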
EBV gp42 block = Epstein-Barr virus gp42 inhibitors, primary screen, biochemical, uHTS, fluorescence polarization; Fluorescence polarization binding assay, mP read-out; inhibition, % (tested at 21.74 µM); 220,000 compounds, 0.42% hits; AID 1085, 2008; in the data active = inhibition above about 50%
Target sequence (Q1HVG2 whole entry, looked up): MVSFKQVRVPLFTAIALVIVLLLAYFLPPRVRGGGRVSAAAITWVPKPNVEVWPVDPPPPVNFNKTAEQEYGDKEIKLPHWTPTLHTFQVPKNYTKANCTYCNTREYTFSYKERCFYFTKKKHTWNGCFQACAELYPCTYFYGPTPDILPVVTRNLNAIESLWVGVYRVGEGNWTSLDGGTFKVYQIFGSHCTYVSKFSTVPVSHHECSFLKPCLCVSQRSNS
PPC-1+TRAIL kill = compounds killing PPC-1 cancer cells with TRAIL present, primary screen, TRAIL potentiator project, ATPLite luminescence, uHTS. PPC-1 cells + TRAIL, ATPLite viability luminescence. cell killing (% activity), % at 4 µM. 220,000 compounds, 0.41% hits. AID 1443, 2008;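 active = cell killing above 50% in the first pass at 4 µM, then a duplicate retest at 5 µM averaging 50% or more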;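 note: plate controls were cells with TRAIL plus DMSO for no effect and medium-only wells lacking cells for full effect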
TRPML3 agonist = human TRPML3 channel agonists, primary screen, cell-based, HEK293 TRPML3-YFP, Fluo-8 calcium fluorescence, 3 µM; AID 1448, 2008; Mucolipin-3 (Homo sapiens), Q8TDD5; 100% = the carbachol control signal; activation, % at 3 µM; 220,000 compounds, 0.29% hits;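 active = activation above its plate's cutoff, the mean activation of the plate's test wells plus 3 SD, cut at about 12% in these data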;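 note: 0% = DMSO only wells and 100% = carbachol wells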
Target sequence (Q8TDD5 whole entry, looked up): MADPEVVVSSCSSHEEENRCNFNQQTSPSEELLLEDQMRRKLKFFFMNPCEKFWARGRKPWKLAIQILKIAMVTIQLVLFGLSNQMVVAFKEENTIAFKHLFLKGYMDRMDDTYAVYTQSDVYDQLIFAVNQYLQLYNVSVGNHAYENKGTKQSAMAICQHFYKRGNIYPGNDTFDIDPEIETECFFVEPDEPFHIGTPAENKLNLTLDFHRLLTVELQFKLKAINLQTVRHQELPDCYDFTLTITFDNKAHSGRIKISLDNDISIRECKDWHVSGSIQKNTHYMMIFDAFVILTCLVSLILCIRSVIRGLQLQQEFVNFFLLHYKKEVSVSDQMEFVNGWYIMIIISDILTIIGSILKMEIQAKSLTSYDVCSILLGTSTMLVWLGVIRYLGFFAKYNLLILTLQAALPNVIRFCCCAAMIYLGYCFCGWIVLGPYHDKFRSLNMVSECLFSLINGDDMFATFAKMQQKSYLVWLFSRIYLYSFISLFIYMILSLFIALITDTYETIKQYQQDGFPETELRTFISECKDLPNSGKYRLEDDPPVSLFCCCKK
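Material: HEK293 cells stably carrying human TRPML3-YFP; compound dosing: single dose, 3 µM final nominal compound, 0.3% DMSO final; incubation: 1-h 37 °C dye load, 5-s basal, 120-s post-compound reads; technique: Fluo-8 intracellular calcium fluorescence, excitation 470-495 nm, emission 515-575 nm; read-out basis: percent activation from peak-to-basal fluorescence ratio, scaled between DMSO and carbachol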
TRPN1 ag = zebrafish TRPN1 channel agonists, primary screen, cell-based, HEK293, calcium fluorescence; transient receptor potential cation channel N1 (TRPN1/NompC), Danio rerio; HEK293 zebrafish TRPN1-YFP, Fluo-8 calcium fluorescence; 100% = response to 87 µM carbachol; activation, % at 3 µM; 220,000 compounds, 0.18% hits; AID 1424, 2008;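 active = activation above its plate's cutoff, the mean activation of test wells on that plate plus 3 SD, cut at about 19% in these data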;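 note: 0% = DMSO alone and 100% = 87 µM carbachol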
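Material – zebrafish TRPN1-YFP in HEK293 cells · Doses – 3 µM single point · Schedule – dye 1 h 37 °C plus 30 min RT · Signal – Fluo-8 calcium fluorescence, excitation 470-495 nm, emission 515-575 nm · Read-out – % activation versus carbachol response · Control set – carbachol high, DMSO low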
CHOP inh = inhibitors of CHOP promoter induction, primary screen, cell-based, unfolded protein response, luciferase reporter; inhibition, % at 10 µM; AID 2732, 2010; 220,000 compounds, 3.8% hits; CHO-K1 CHOP-promoter luciferase, tunicamycin-induced, 15-18 h;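 active = compounds that reduced the stress-induced luciferase reporter signal by more than about 70% of percent inhibition, limit read from the data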;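 note: 0% = tunicamycin plus vehicle and 100% = wells without tunicamycin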
TNF death inh = inhibitors of TNF-alpha triggered necroptosis, primary screen, cell-based, Jurkat FADD-/-, single concentration; Jurkat FADD-/- TNF necroptosis rescue, ATP luminescence, 24 h; 0 = TNF only, 100 = no-TNF cells; activation (protection from cell death), % at 10 µM; 220,000 compounds, 0.068% hits; AID 463075, 2010;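 active = activation, meaning protection from cell death, of at least 50% relative to plate controls; inactive = activation below 50%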;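 note: necroptosis triggered by 40 ng/mL TNF-alpha added together with compound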
NCF1 inh = p47phox/p22phox peptide binding inhibitors, primary screen, biochemical, uHTS, NADPH oxidase regulatory subunit; AID 1274, 2008; Neutrophil cytosol factor 1 (Homo sapiens), P14598; fluorescence polarization, 2 h; inhibition, % at 24.7 µM; 220,000 compounds, 0.53% hits;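 active = inhibition above about 30%, limit read from the data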;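 note: 0% = p47phox with labelled peptide and 100% = labelled peptide alone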
Starred values were filed as active, the others as inactive. An unsorted share of the library; any-hit rate near 5.9%.

For CCNC(=S)NC1CC2CCC(C1)N2Cc1ccccc1 (configuration not stated) the results were Runt-SMMHC FRET -5, Mdm2 ligase inh -14, EBV gp42 block -7, PPC-1+TRAIL kill 1, TRPML3 agonist -0.5, TRPN1 ag 0.2, CHOP inh 21, TNF death inh -2.0 and NCF1 inh -4.
`CCc1ccc(NC(=O)c2noc3c2CCC3)cc1` gave Runt-SMMHC FRET -3, Mdm2 ligase inh -82, EBV gp42 block -3, PPC-1+TRAIL kill 4, TRPML3 agonist -0.1, TRPN1 ag -1.6, CHOP inh 26, TNF death inh 1.1 and NCF1 inh -4.
For C=CCNC(=S)N/N=C/c1ccc(-c2cccc([N+](=O)[O-])c2)o1 the results were Runt-SMMHC FRET 2, Mdm2 ligase inh -1, EBV gp42 block -24, PPC-1+TRAIL kill 14, TRPML3 agonist -0.6, TRPN1 ag -1.6, CHOP inh 36, TNF death inh 0.0 and NCF1 inh 11.
For CSc1ccc(CNc2ccc(C)c(C)c2)cc1 the results were Runt-SMMHC FRET 2, Mdm2 ligase inh -7, EBV gp42 block 0, PPC-1+TRAIL kill 6, TRPML3 agonist -0.7, TRPN1 ag -1.0, CHOP inh 92*, TNF death inh 5.5 and NCF1 inh -13.
O=C(CN1CCCCC1)Nc1cccc(Br)c1 was read as Runt-SMMHC FRET 14, Mdm2 ligase inh -13, EBV gp42 block -2, PPC-1+TRAIL kill 13, TRPML3 agonist 0.3, TRPN1 ag -0.2, CHOP inh 14, TNF death inh 0.9 and NCF1 inh 7.
`CCN(CC)CCN(Cc1cc2cc(C)cc(C)c2[nH]c1=O)C(=S)NCc1ccco1` gave Runt-SMMHC FRET 3, Mdm2 ligase inh -10, EBV gp42 block 4, PPC-1+TRAIL kill 1, TRPML3 agonist 0.4, TRPN1 ag 0.0, CHOP inh 29, TNF death inh 5.7 and NCF1 inh -14.
`CSc1ccc(CNc2ccccc2)cc1` gave Runt-SMMHC FRET -7, Mdm2 ligase inh -1, EBV gp42 block -6, PPC-1+TRAIL kill 10, TRPML3 agonist -1.3, TRPN1 ag -2.4, CHOP inh 41, TNF death inh 15 and NCF1 inh -14.
`O=C1C2C3c4ccccc4C(c4ccccc43)[C@@H]2C(=O)N1c1cccnc1` (some centres not stated) gave Runt-SMMHC FRET 1, Mdm2 ligase inh -10, EBV gp42 block -1, PPC-1+TRAIL kill 2, TRPML3 agonist -0.4, TRPN1 ag 3.8, CHOP inh 6, TNF death inh -1.6 and NCF1 inh -11.
O=C(N/N=C/c1cccc([N+](=O)[O-])c1)c1cnccn1 was read as Runt-SMMHC FRET 1, Mdm2 ligase inh 9, EBV gp42 block 1, PPC-1+TRAIL kill 13, TRPML3 agonist 0.6, TRPN1 ag 0.9, CHOP inh 8, TNF death inh 2.2 and NCF1 inh -9.
COC(=O)c1c(NC(=O)CC2NCCNC2=O)sc2c1CCCC2 (configuration not stated) was read as Runt-SMMHC FRET -1, Mdm2 ligase inh 2, EBV gp42 block -8, PPC-1+TRAIL kill -6, TRPML3 agonist -0.3, TRPN1 ag -1.2, CHOP inh 13, TNF death inh -1.4 and NCF1 inh -17.
`CC1CC(C)CN(C(=O)C2CCC(CNc3c(N4CCCCC4)c(=O)c3=O)CC2)C1` (configuration not stated) gave Runt-SMMHC FRET 2, Mdm2 ligase inh 1, EBV gp42 block -7, PPC-1+TRAIL kill -10, TRPML3 agonist 0.6, TRPN1 ag -0.2, CHOP inh -9, TNF death inh -0.1 and NCF1 inh -1.
O=C(O)C1C2C=CC(C2)C1C(=O)N1CCc2ccccc21 (configuration not stated) was read as Runt-SMMHC FRET -5, Mdm2 ligase inh 0, EBV gp42 block -13, PPC-1+TRAIL kill 6, TRPML3 agonist 1.0, TRPN1 ag 0.3, CHOP inh 28, TNF death inh -1.0 and NCF1 inh -14.
Screening Cc1cccc(NC(=O)c2cc(=O)c3ccccc3o2)n1 returned Runt-SMMHC FRET -2, Mdm2 ligase inh -12, EBV gp42 block -10, PPC-1+TRAIL kill -19, TRPML3 agonist -0.2, TRPN1 ag -0.3, CHOP inh -29, TNF death inh -1.3 and NCF1 inh -4.
Screening Cc1ccc(Nc2nc(=O)[nH]nc2C)cc1 returned Runt-SMMHC FRET -2, Mdm2 ligase inh -21, EBV gp42 block -1, PPC-1+TRAIL kill 5, TRPML3 agonist 0.0, TRPN1 ag 0.8, CHOP inh 5, TNF death inh -0.3 and NCF1 inh -8.
`O=C(NC1=NCCS1)c1csc2ccccc12` gave Runt-SMMHC FRET 1, Mdm2 ligase inh -37, EBV gp42 block -4, PPC-1+TRAIL kill 20, TRPML3 agonist 0.5, TRPN1 ag 0.5, CHOP inh -15, TNF death inh 0.0 and NCF1 inh -6.
Screening O=C(CCc1nnc(CCc2ccccc2)o1)NC(c1cccnc1)C(F)(F)F (configuration not stated) returned Runt-SMMHC FRET 0, Mdm2 ligase inh 10, EBV gp42 block -12, PPC-1+TRAIL kill 20, TRPML3 agonist 0.7, TRPN1 ag 0.6, CHOP inh 5, TNF death inh 2.5 and NCF1 inh -6.
CC(=C/C(=O)O)/C(=C\c1ccc(Br)o1)C(=O)O was read as Runt-SMMHC FRET -1, Mdm2 ligase inh -9, EBV gp42 block -5, PPC-1+TRAIL kill 1, TRPML3 agonist 1.2, TRPN1 ag 1.9, CHOP inh 0, TNF death inh 0.0 and NCF1 inh -5.
`O=C(/C=C/c1cccc(OCc2ccccc2)c1)c1cccnc1` gave Runt-SMMHC FRET -3, Mdm2 ligase inh -13, EBV gp42 block -2, PPC-1+TRAIL kill 3, TRPML3 agonist 0.8, TRPN1 ag -1.7, CHOP inh -45, TNF death inh 2.9 and NCF1 inh 1.
For O=C(N1CCOCC1)N1CCN(Cc2ccccc2)CC1 the results were Runt-SMMHC FRET 0, Mdm2 ligase inh -8, EBV gp42 block -7, PPC-1+TRAIL kill 0, TRPML3 agonist 0.8, TRPN1 ag -0.1, CHOP inh 14, TNF death inh -0.5 and NCF1 inh -7.
For O=C(COC(=O)CN1C(=O)C2CCCCC2C1=O)Nc1cc(S(=O)(=O)N2CCOCC2)ccc1Cl (configuration not stated) the results were Runt-SMMHC FRET 0, Mdm2 ligase inh -13, EBV gp42 block -3, PPC-1+TRAIL kill 12, TRPML3 agonist 1.2, TRPN1 ag 2.4, CHOP inh 4, TNF death inh 0.1 and NCF1 inh -1.
`COc1cccc(C(=O)Nc2cc3c(cc2Br)OCCCO3)c1` gave Runt-SMMHC FRET -1, Mdm2 ligase inh -6, EBV gp42 block -14, PPC-1+TRAIL kill 14, TRPML3 agonist -0.2, TRPN1 ag -1.3, CHOP inh 7, TNF death inh 1.4 and NCF1 inh -12.
COC(=O)c1[nH]c2ccccc2c1NC(=O)C(C)N1CC(C)OC(C)C1 (configuration not stated) was read as Runt-SMMHC FRET 1, Mdm2 ligase inh 0, EBV gp42 block -15, PPC-1+TRAIL kill 6, TRPML3 agonist 0.3, TRPN1 ag 0.7, CHOP inh 20, TNF death inh -0.7 and NCF1 inh -6.
CCN(CC)C(=O)N1CCN(C(=O)N2CCOCC2)CC1 was read as Runt-SMMHC FRET 2, Mdm2 ligase inh -9, EBV gp42 block -17, PPC-1+TRAIL kill -2, TRPML3 agonist 0.1, TRPN1 ag -1.0, CHOP inh -8, TNF death inh -0.1 and NCF1 inh -1.
For COc1ccc(N2C(=O)C3CCCN3C2c2ccc(C)cc2)cc1Cl (configuration not stated) the results were Runt-SMMHC FRET -1, Mdm2 ligase inh -5, EBV gp42 block -4, PPC-1+TRAIL kill 22, TRPML3 agonist 0.8, TRPN1 ag 0.1, CHOP inh 38, TNF death inh -0.2 and NCF1 inh 1.
Screening C/C(=N/Nc1ccc(F)cc1)c1ccc(Cl)s1 returned Runt-SMMHC FRET 4, Mdm2 ligase inh 7, EBV gp42 block 3, PPC-1+TRAIL kill 14, TRPML3 agonist 1.2, TRPN1 ag 0.0, CHOP inh -14, TNF death inh 1.5 and NCF1 inh -2.
`CC(C)[C@H]1C=C(C(=O)O)O[C@@H](OCc2ccc(CO)cc2)C1` gave Runt-SMMHC FRET 0, Mdm2 ligase inh 2, EBV gp42 block 8, PPC-1+TRAIL kill -2, CHOP inh 21, TNF death inh 0.7 and NCF1 inh -11.
CCc1ccc2c(c1)/C(=N/N(C)C(=S)NC)C(=O)N2 was read as Runt-SMMHC FRET 3, Mdm2 ligase inh 3, EBV gp42 block -3, PPC-1+TRAIL kill 18, TRPML3 agonist -0.5, TRPN1 ag -1.9, CHOP inh 42, TNF death inh -1.8 and NCF1 inh -9.
`O=C(/C=C/c1c(F)cccc1Cl)NCc1ccco1` gave Runt-SMMHC FRET 2, Mdm2 ligase inh 3, EBV gp42 block 13, PPC-1+TRAIL kill 4, TRPML3 agonist 0.0, TRPN1 ag 0.5, CHOP inh -1, TNF death inh 0.3 and NCF1 inh -16.

Structures above containing an aryl methoxy group, in the order listed:
`COc1cccc(C(=O)Nc2cc3c(cc2Br)OCCCO3)c1` gave Runt-SMMHC FRET -1, Mdm2 ligase inh -6, EBV gp42 block -14, PPC-1+TRAIL kill 14, TRPML3 agonist -0.2, TRPN1 ag -1.3, CHOP inh 7, TNF death inh 1.4 and NCF1 inh -12.
For COc1ccc(N2C(=O)C3CCCN3C2c2ccc(C)cc2)cc1Cl (configuration not stated) the results were Runt-SMMHC FRET -1, Mdm2 ligase inh -5, EBV gp42 block -4, PPC-1+TRAIL kill 22, TRPML3 agonist 0.8, TRPN1 ag 0.1, CHOP inh 38, TNF death inh -0.2 and NCF1 inh 1.
